SIAE primary = blocks human sialic acid acetylesterase; SIAE FP-Rh probe binding, fluorescence polarization; inhibition, % at 9.66 µM; 370,000 tested, 0.69% active; AID 1053197;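 active = inhibition above a cutoff: mean of compounds within the control limits plus 3 SD of those, cut at about 17% in these data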;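 also: 0% = plate median of compound wells and 100% = probe without SIAE protein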
Target sequence (Q9HAT2 whole entry, looked up): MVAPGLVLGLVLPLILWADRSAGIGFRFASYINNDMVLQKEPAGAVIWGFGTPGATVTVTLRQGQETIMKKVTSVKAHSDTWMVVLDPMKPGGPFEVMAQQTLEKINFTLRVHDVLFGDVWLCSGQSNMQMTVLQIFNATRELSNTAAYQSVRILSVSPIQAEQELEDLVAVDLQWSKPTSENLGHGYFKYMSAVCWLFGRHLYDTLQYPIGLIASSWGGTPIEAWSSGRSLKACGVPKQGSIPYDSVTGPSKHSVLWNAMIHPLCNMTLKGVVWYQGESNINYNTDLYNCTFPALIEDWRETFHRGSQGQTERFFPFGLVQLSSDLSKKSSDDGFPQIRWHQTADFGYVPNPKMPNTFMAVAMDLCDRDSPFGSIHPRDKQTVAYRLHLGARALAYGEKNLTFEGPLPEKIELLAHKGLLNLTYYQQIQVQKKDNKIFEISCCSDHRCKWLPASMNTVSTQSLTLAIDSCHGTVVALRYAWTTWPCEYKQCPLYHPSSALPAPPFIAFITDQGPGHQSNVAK
ADAM10 inh = inhibitors of human ADAM10. O14672. recombinant ADAM10, EDANS/DABCYL FRET peptide cleavage, 3 h. inhibition, % at 7 µM. 370,000 tested, 0.62% active. AID 720582;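 active = inhibition above a per-campaign cutoff equal to the mean of compounds falling between control-based bounds plus 3 SD, cut at about 20% in these data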;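 also: 0% = DMSO wells while the 100% control is not disclosed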
PLC-gamma1 inh = blocks human PLC-gamma1 enzyme activity; inhibition, % at 12.2 µM; AID 720700; purified PLC-gamma1, fluorogenic substrate, fluorescence; 370,000 tested, 0.84% active; P19174; in the data active = inhibition above about 9.5%
ASAP1 GAP inh = inhibitors of human ASAP1 ArfGAP activity; Q9ULH1; ASAP1-stimulated ARF1 GTP hydrolysis, GDP FP detection; inhibition, % at 16.5 µM; 360,000 tested, 0.19% active; AID 624377; in the data active = inhibition above about 25%;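 also: 0% = vehicle with enzyme and substrate and 100% = no enzyme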
TDP2 absorb = TDP2 (human) inhibition, absorbance primary screen; 370,000 tested, 0.34% active; recombinant TDP2, T5PNP hydrolysis, p-nitrophenol absorbance 415 nm; inhibition, % at 12.8 µM;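 active = inhibition above the mean of all tested compounds plus 3 SD, set per campaign, cut at about 25% in these data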;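 also: 0% = DMSO with enzyme and 100% = buffer with substrate but no TDP2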
Target sequence (O95551 whole entry, looked up): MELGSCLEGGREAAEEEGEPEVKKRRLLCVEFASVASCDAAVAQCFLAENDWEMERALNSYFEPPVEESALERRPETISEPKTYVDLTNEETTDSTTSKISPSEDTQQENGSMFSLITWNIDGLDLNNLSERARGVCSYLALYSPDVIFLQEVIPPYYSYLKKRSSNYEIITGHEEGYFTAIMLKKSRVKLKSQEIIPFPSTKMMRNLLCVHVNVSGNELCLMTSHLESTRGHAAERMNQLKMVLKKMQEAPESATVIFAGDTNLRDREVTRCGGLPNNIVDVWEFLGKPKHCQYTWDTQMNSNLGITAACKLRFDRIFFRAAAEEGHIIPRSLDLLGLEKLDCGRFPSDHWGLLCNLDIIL
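Evaluation: % inhibition relative to enzyme-containing and enzyme-free wells. Material: recombinant human TDP2. Benchmarks: enzyme-free and DMSO wells. Timing: enzyme reaction with compound for 2 h at 37 °C. Compound dosing: 12.8 µM only. Measured by: p-Nitrophenol epi absorbance. Reagent: T5PNP substrate at 5 mM, a TopII-DNA adduct mimic. Replication: single well per compound.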
ADAM17 inh = inhibits human ADAM17; P78536; recombinant ADAM17, EDANS/DABCYL FRET peptide cleavage; inhibition, % at 6.95 µM; 370,000 tested, 0.83% active; AID 720648;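 active = inhibition above the mean of compounds lying between control limits plus 3 SD, set per campaign, cut at about 8.5% in these data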;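 also: 0% = DMSO-only wells as the low control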
DDE Tn6 FP inh = disrupts Tn6 cyclic peptide binding to fibrin D-Dimer-E complex. P02675. Fibrin DD(E) TRITC-Tn6 fluorescence polarization displacement. inhibition, % at 8.3 µM. 370,000 tested, 0.21% active. AID 720509;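 active = inhibition above a per-campaign cutoff: mean of compounds within control limits plus 3 SD, cut at about 15% in these data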;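 also: 0% = median of all compound wells on the plate and 100% = blocking peptide control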
DDE Tn7 FP inh = DD(E)-Tn7 binding inhibition, primary FP screen | FP displacement of FITC-Tn7 peptide from fibrin DD(E); 0% = median of compound wells per plate | inhibition, % at 8.3 µM | 370,000 tested, 0.13% active;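 active = inhibition above the mean of compounds falling within the control limits plus 3 SD of them, cut at about 14% in these data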;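 also: 0% = plate median of compound wells and 100% = 10 µM Aha-Tn7 peptide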
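Assay system: Human fibrin DD(E) protein | Medium: Tris buffer with calcium and detergent, pH 7.8 | Reagent: 0.1 µM fluorescent Tn7 | Compound dosing: Single point at 8.3 µM | Times: 10 min preincubation, 3 h with tracer, room temperature | Detection: Fluorescence polarization of the labelled Tn7 tracer | Controls: Aha-Tn7 high control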
PLCb3 inh = PLC-beta3 (human) inhibition, primary screen. Q01970. Purified PLC-beta3, fluorogenic substrate, fluorescence. inhibition, % at 12.2 µM. 370,000 tested, 0.18% active. AID 720704; in the data active = inhibition above about 11%;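 also: 0% = median of compound wells on plate and 100% = full blocker control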
ARFGAP1 inhibitor = inhibits rat ARF GTPase activating protein 1 | 360,000 tested, 0.26% active | Q62848 | inhibition, % at 16.5 µM | Arfgap1-stimulated ARF1 GTP hydrolysis, GDP FP detection | AID 651572;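 active = inhibition above a per-plate limit, mean inhibition of low control wells plus 3 SD, cut at about 25% in these data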;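 also: 0% = DMSO wells with enzyme and 100% = wells lacking Arfgap1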
Target sequence (Q62848 1-136 limits assumed): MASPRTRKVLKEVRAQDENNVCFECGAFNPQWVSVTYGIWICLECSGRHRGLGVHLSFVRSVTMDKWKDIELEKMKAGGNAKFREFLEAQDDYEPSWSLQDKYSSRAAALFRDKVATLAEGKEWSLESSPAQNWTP
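System: truncated rat Arfgap1 GAP domain / Medium: HEPES-based buffer, pH 7.5 / Also added: N-terminally truncated human ARF1-GTP substrate / Incubation: enzyme reaction 120 min at 25 °C after 20 min preincubation / Measured by: FP of antibody-bound GDP Alexa 633 tracer, ex 620/em 688 nm / Replicates: singlicate, each compound tested once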
* marks the source's active call; other numbers are inactive results. Hits appear at their usual frequency; overall some 3.6% were active at least once.

CC12CC(NC(=O)N1CCc1ccccc1)c1ccccc1O2 (stereo not drawn) was read as SIAE primary -12, ADAM10 inh 0, PLC-gamma1 inh 0, ASAP1 GAP inh -15, TDP2 absorb 1, ADAM17 inh 0, DDE Tn6 FP inh 3, DDE Tn7 FP inh 2, PLCb3 inh 1 and ARFGAP1 inhibitor 1.
Screening CNc1ccc(Br)cc(C(=O)/C=C/c2cc(OC)ccc2OC)c1=O returned SIAE primary 17*, ADAM10 inh -140, PLC-gamma1 inh -147, ASAP1 GAP inh -1, TDP2 absorb -2, ADAM17 inh -38, DDE Tn6 FP inh -2, DDE Tn7 FP inh 5, PLCb3 inh -176 and ARFGAP1 inhibitor -6.
COc1ccccc1CNC(=O)COC(=O)c1ccc(NC(N)=O)cc1 was read as SIAE primary -17, ADAM10 inh -11, PLC-gamma1 inh 1, ASAP1 GAP inh 9, TDP2 absorb -1, ADAM17 inh -7, DDE Tn6 FP inh 0, DDE Tn7 FP inh -1, PLCb3 inh 2 and ARFGAP1 inhibitor 0.
`COc1ccc(/C=C(/NC(=O)c2ccc(Br)cc2)C(=O)N2CCOCC2)cc1` gave SIAE primary 2, ADAM10 inh 3, PLC-gamma1 inh 0, ASAP1 GAP inh 0, TDP2 absorb -7, ADAM17 inh 2, DDE Tn6 FP inh -8, DDE Tn7 FP inh 1, PLCb3 inh -3 and ARFGAP1 inhibitor -10.
COc1ccc(S(=O)(=O)Nc2ccccc2C(=O)OC2CCCN(C)C2)cc1OC (stereo not drawn) was read as SIAE primary 3, ADAM10 inh -2, PLC-gamma1 inh 0, ASAP1 GAP inh 5, TDP2 absorb -4, ADAM17 inh 1, DDE Tn6 FP inh -4, DDE Tn7 FP inh 0, PLCb3 inh -4 and ARFGAP1 inhibitor 14.
COc1ccc(/C=N/NC(=O)CN(C)C(=O)OCc2ccccc2)cc1OC was read as SIAE primary 2, ADAM10 inh 3, PLC-gamma1 inh 1, ASAP1 GAP inh 1, TDP2 absorb 15, ADAM17 inh 0, DDE Tn6 FP inh -12, DDE Tn7 FP inh -3, PLCb3 inh -6 and ARFGAP1 inhibitor 12.
Cc1ccc(-c2cc(C#N)c3n(c2=O)CCC3)cc1 was read as SIAE primary 2, ADAM10 inh -106, PLC-gamma1 inh -13, TDP2 absorb 13, ADAM17 inh -31, DDE Tn6 FP inh 1, DDE Tn7 FP inh 8 and PLCb3 inh -15.
For Cc1ccnc(NC(=O)CCNC(=O)c2ccccc2Cl)c1 the results were SIAE primary 1, ADAM10 inh -5, PLC-gamma1 inh 2, ASAP1 GAP inh -12, TDP2 absorb -1, ADAM17 inh -5, DDE Tn6 FP inh -2, DDE Tn7 FP inh 5, PLCb3 inh -9 and ARFGAP1 inhibitor 0.
For O=C(CCN1C(=O)c2ccccc2S1(=O)=O)N1CCN(c2ccc(F)cc2)CC1 the results were SIAE primary -2, ADAM10 inh 3, PLC-gamma1 inh 3, ASAP1 GAP inh -4, TDP2 absorb 7, ADAM17 inh 0, DDE Tn6 FP inh 13, DDE Tn7 FP inh -5, PLCb3 inh -5 and ARFGAP1 inhibitor -5.
For O=C(CN(Cc1ccco1)C(=O)c1ccc(F)cc1)Nc1ccccc1Br the results were SIAE primary -2, ADAM10 inh 4, PLC-gamma1 inh -3, ASAP1 GAP inh -21, TDP2 absorb -7, ADAM17 inh 0, DDE Tn6 FP inh -9, DDE Tn7 FP inh -3, PLCb3 inh -5 and ARFGAP1 inhibitor 1.
COc1cccc(=O)c2c(C)oc(C)c12 was read as SIAE primary 2, ADAM10 inh 2, PLC-gamma1 inh 1, ASAP1 GAP inh 5, TDP2 absorb 2, ADAM17 inh 3, DDE Tn6 FP inh 0, DDE Tn7 FP inh -5, PLCb3 inh -3 and ARFGAP1 inhibitor -4.
Screening COc1ccc(NC(=O)Cn2c(=O)oc3cc(S(=O)(=O)N4CCCC4)ccc32)c(OC)c1 returned SIAE primary 2, ADAM10 inh -11, PLC-gamma1 inh 2, ASAP1 GAP inh 5, TDP2 absorb 5, ADAM17 inh -1, DDE Tn6 FP inh -3, DDE Tn7 FP inh 7, PLCb3 inh 0 and ARFGAP1 inhibitor 2.
Fc1ccc2nc(Nc3nc4c(s3)CCCC4)sc2c1 was read as SIAE primary 5, ADAM10 inh -67, PLC-gamma1 inh -66, ASAP1 GAP inh -4, TDP2 absorb -2, ADAM17 inh -24, DDE Tn6 FP inh -3, DDE Tn7 FP inh -8, PLCb3 inh -82 and ARFGAP1 inhibitor 2.
For O=C1NC2c3c(Cl)sc(Cl)c3C(=O)C2O1 (stereo not drawn) the results were SIAE primary -3, ADAM10 inh -18, PLC-gamma1 inh -39, ASAP1 GAP inh 2, TDP2 absorb 1, ADAM17 inh -8, DDE Tn6 FP inh 5, DDE Tn7 FP inh 1, PLCb3 inh -57 and ARFGAP1 inhibitor 1.
`CN(C=O)c1ccc(CSc2ccccc2)cc1` gave SIAE primary -2, ADAM10 inh -1, PLC-gamma1 inh -1, ASAP1 GAP inh 0, TDP2 absorb -11, ADAM17 inh 1, DDE Tn6 FP inh 10, DDE Tn7 FP inh 8, PLCb3 inh 1 and ARFGAP1 inhibitor 9.

By substructure: the compounds so far with a furan ring, fused or not.
For O=C(CN(Cc1ccco1)C(=O)c1ccc(F)cc1)Nc1ccccc1Br the results were SIAE primary -2, ADAM10 inh 4, PLC-gamma1 inh -3, ASAP1 GAP inh -21, TDP2 absorb -7, ADAM17 inh 0, DDE Tn6 FP inh -9, DDE Tn7 FP inh -3, PLCb3 inh -5 and ARFGAP1 inhibitor 1.
COc1cccc(=O)c2c(C)oc(C)c12 was read as SIAE primary 2, ADAM10 inh 2, PLC-gamma1 inh 1, ASAP1 GAP inh 5, TDP2 absorb 2, ADAM17 inh 3, DDE Tn6 FP inh 0, DDE Tn7 FP inh -5, PLCb3 inh -3 and ARFGAP1 inhibitor -4.

(listing goes on)
O=C1CC(NS(=O)(=O)c2ccc3ccccc3c2)CN1c1ccccc1 (stereo not drawn) was read as SIAE primary 3, ADAM10 inh 0, PLC-gamma1 inh -3, ASAP1 GAP inh -17, TDP2 absorb 15, ADAM17 inh -352, DDE Tn6 FP inh 11, DDE Tn7 FP inh -1, PLCb3 inh -2 and ARFGAP1 inhibitor -17.
For CCOC(=O)N1CCN(C(=O)Nc2ccc(Cl)cc2Cl)CC1 the results were SIAE primary -7, ADAM10 inh 6, PLC-gamma1 inh 3, ASAP1 GAP inh 9, TDP2 absorb -5, ADAM17 inh -1, DDE Tn6 FP inh -4, DDE Tn7 FP inh 0, PLCb3 inh 5 and ARFGAP1 inhibitor 2.
Screening CN(C)S(=O)(=O)c1cccc(NC(=O)Cc2ccc(Cl)cc2)c1 returned SIAE primary 0, ADAM10 inh 12, PLC-gamma1 inh 3, ASAP1 GAP inh -2, TDP2 absorb -2, ADAM17 inh 4, DDE Tn6 FP inh -8, DDE Tn7 FP inh 2, PLCb3 inh 2 and ARFGAP1 inhibitor 7.
Screening CCCC(=O)N(c1ccccc1)C1C=CS(=O)(=O)C1 (stereo not drawn) returned SIAE primary -1, ADAM10 inh -5, PLC-gamma1 inh 2, ASAP1 GAP inh 4, TDP2 absorb 0, ADAM17 inh 1, DDE Tn6 FP inh -1, DDE Tn7 FP inh -4, PLCb3 inh -2 and ARFGAP1 inhibitor -2.
CCn1nnc(NC(=O)COc2ccc([N+](=O)[O-])cc2)n1 was read as SIAE primary -4, ADAM10 inh 5, PLC-gamma1 inh 1, ASAP1 GAP inh 14, TDP2 absorb -2, ADAM17 inh -6, DDE Tn6 FP inh -5, DDE Tn7 FP inh 8, PLCb3 inh 1 and ARFGAP1 inhibitor 11.
`COc1ccc(CNC(=O)CCS(=O)(=O)c2ccc3c(c2)NC(=O)CS3)cc1` gave SIAE primary -2, ADAM10 inh 0, PLC-gamma1 inh 8, ASAP1 GAP inh 1, TDP2 absorb -10, ADAM17 inh -4, DDE Tn6 FP inh -8, DDE Tn7 FP inh 0, PLCb3 inh -8 and ARFGAP1 inhibitor 25*.
COc1ccc(/C=N/Nc2nnc(Cc3ccccc3)c(=O)[nH]2)cc1 was read as SIAE primary 0, ADAM10 inh -6, PLC-gamma1 inh 0, ASAP1 GAP inh 16, TDP2 absorb 2, ADAM17 inh -5, DDE Tn6 FP inh -13, DDE Tn7 FP inh 2, PLCb3 inh -6 and ARFGAP1 inhibitor 10.
Screening COc1cc(NC(=O)CCn2c(=O)[nH]c3ccsc3c2=O)cc(OC)c1 returned SIAE primary -1, ADAM10 inh -1, PLC-gamma1 inh 1, ASAP1 GAP inh 8, TDP2 absorb -1, ADAM17 inh -2, DDE Tn6 FP inh -8, DDE Tn7 FP inh -3, PLCb3 inh 0 and ARFGAP1 inhibitor 3.
CCCCc1nc2cc(C(=O)N(C)C3CCOCC3)ccc2o1 was read as SIAE primary -1, ADAM10 inh -6, PLC-gamma1 inh 2, ASAP1 GAP inh 1, TDP2 absorb -6, ADAM17 inh 0, DDE Tn6 FP inh 3, DDE Tn7 FP inh 3, PLCb3 inh 0 and ARFGAP1 inhibitor 5.
`C=CCN=c1scc(C)n1/N=C/c1ccc(O)c(O)c1` gave SIAE primary 14, ADAM10 inh -15, PLC-gamma1 inh -56, ASAP1 GAP inh 1, TDP2 absorb -7, ADAM17 inh -3, DDE Tn6 FP inh -4, DDE Tn7 FP inh -7, PLCb3 inh -89 and ARFGAP1 inhibitor 8.
Screening CCN(CC)S(=O)(=O)c1ccc(NC(=O)CCNC(=O)c2ccco2)cc1 returned SIAE primary 0, ADAM10 inh 8, PLC-gamma1 inh 5, ASAP1 GAP inh 5, TDP2 absorb -6, ADAM17 inh -3, DDE Tn6 FP inh 4, DDE Tn7 FP inh -1, PLCb3 inh 0 and ARFGAP1 inhibitor -10.
`CCC(C)(C)n1nnnc1C(c1ccccc1)N1CCc2ccccc2C1` (stereo not drawn) gave SIAE primary 3, ADAM10 inh -10, PLC-gamma1 inh -1, ASAP1 GAP inh -9, TDP2 absorb 0, ADAM17 inh -7, DDE Tn6 FP inh 3, DDE Tn7 FP inh 1, PLCb3 inh 1 and ARFGAP1 inhibitor 3.
Screening O=C(CSc1ncnc2ccccc12)N1CCCC1 returned SIAE primary 4, ADAM10 inh -12, PLC-gamma1 inh 2, ASAP1 GAP inh -7, TDP2 absorb 1, ADAM17 inh 1, DDE Tn6 FP inh 6, DDE Tn7 FP inh 3, PLCb3 inh 7 and ARFGAP1 inhibitor -1.
